EBI2 block – blocks human EBI2 receptor beta-arrestin signaling; 360,000 tested, 0.81% active; P32249; EBI2 beta-arrestin recruitment, luminescence, 7a,25-OHC stimulated; inhibition, % at 5 µM; AID 651636; in the data active = inhibition above about 38%;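 note: enzyme fragment complementation signal reports receptor beta-arrestin coupling in cells; 0% = agonist plus DMSO wells and 100% = wells without agonist; some results beyond the cut were filed as inactive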
APJ antagonist – blocks the human apelin receptor APJ; P35414; CHO-K1 APJ beta-arrestin complementation, luminescence; inhibition, % at 20 µM; 330,000 tested, 0.32% active; AID 2521;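 active = inhibition above about 40% at 20 µM, limit read from the data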;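 note: cells challenged with 10 nM apelin-13 agonist together with compound; plate controls were apelin-13 plus DMSO wells for no effect and DMSO wells lacking apelin-13 for full effect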
Target sequence (P35414 whole entry, looked up): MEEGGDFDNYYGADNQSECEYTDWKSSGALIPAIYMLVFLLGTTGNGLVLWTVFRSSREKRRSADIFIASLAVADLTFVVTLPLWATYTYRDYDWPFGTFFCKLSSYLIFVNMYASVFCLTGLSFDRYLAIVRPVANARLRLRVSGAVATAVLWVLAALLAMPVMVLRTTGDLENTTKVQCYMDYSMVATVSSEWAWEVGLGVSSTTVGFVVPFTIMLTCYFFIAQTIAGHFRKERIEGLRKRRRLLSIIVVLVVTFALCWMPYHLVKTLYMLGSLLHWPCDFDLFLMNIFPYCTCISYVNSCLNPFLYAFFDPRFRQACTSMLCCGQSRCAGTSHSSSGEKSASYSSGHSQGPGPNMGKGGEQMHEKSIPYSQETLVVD
CCR6 antag – blocks CCL20-driven beta-arrestin recruitment at human CCR6; P51684; CHO-K1 CCR6 PathHunter beta-arrestin, luminescence, CCL20-stimulated; inhibition, % at 20 µM; 340,000 tested, 0.49% active; AID 493098;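 active = compounds whose inhibition of the agonist-driven luminescence signal at 20 µM reaches about 50%, limit read from the data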;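 note: cells stimulated with CCL20 at 14 nM final; plate controls were DMSO with CCL20 for no effect and DMSO without agonist for full effect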
Target sequence (P51684 whole entry, looked up): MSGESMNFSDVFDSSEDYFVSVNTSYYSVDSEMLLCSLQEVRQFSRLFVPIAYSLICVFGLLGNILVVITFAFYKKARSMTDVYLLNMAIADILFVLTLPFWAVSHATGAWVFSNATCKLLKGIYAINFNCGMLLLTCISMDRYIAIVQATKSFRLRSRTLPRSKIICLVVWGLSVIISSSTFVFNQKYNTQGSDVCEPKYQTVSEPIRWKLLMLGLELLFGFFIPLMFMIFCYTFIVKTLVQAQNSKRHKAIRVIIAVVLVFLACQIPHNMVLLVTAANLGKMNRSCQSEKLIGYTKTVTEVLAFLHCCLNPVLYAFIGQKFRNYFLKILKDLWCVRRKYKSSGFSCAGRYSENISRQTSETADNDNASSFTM
Gli-Sufu antag – blocks Gli-Sufu signaling in a luciferase reporter; Sufu-KO-LIGHT fibroblasts, Gli luciferase reporter luminescence; AID 588413; 340,000 tested, 0.74% active; inhibition, % at 5 µM;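 active = inhibition above about 55%, limit read from the data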;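 note: 0% = DMSO-treated cells and 100% = wells with medium but no cells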
CXCR6 block – CXCR6 (human) receptor inhibition. O00574. CHO-K1 PathHunter CXCR6 beta-arrestin, luminescence. inhibition, % at 20 µM. 360,000 tested, 0.36% active. AID 602244; in the data active = inhibition above about 34%, passing the limit was not always enough;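 note: antagonist mode with CXCL16 agonist at 10 nM final; 0% = 10 nM CXCL16 with DMSO and 100% = unstimulated wells without agonist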
Target sequence (O00574 whole entry, looked up): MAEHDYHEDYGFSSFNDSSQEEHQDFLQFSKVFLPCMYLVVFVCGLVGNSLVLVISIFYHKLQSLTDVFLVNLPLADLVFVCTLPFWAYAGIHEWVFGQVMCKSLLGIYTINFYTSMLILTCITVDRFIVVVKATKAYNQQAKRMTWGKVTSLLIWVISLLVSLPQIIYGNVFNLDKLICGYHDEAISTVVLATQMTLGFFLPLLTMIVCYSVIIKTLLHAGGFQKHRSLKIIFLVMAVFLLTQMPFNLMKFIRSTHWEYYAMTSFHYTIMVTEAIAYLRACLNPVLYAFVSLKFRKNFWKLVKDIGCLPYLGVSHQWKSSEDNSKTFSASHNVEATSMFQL
UBC13 inh – inhibitors of human UBC13 polyubiquitin chain formation | AID 485273 | inhibition, % at 20 µM | P61088 | 330,000 tested, 0.47% active | TR-FRET; in the data active = inhibition above about 45%, passing the limit was not always enough
ATG4B inh – ATG4B (human) cysteine protease inhibition. Q9Y4P1. ATG4B cleavage of LC3-PLA2, NBD-HPC fluorescence, 1 h. inhibition, % at 8.33 µM. 340,000 tested, 0.51% active; in the data active = inhibition above about 40%
APJ agonist – agonists of human APJ apelin receptor; P35414; CHO-K1 APJ PathHunter beta-arrestin, luminescence; 0% DMSO wells, 100% apelin; activation, % at 20 µM; 330,000 tested, 0.11% active; AID 2520;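 active = activation more than six SD over the plate average, tested at 20 µM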;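 note: 0% = DMSO alone and 100% = apelin-13 at 10 nM; some results filed as inactive read as strong as hits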
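Test system: CHO-K1 APJ beta-arrestin complementation cell line. Amount: cell density 1000 per well. Controls: DMSO negative, 10 nM Apelin-13 positive. Signal: luminescent beta-gal fragment complementation, chemiluminescent substrate. Read-out basis: agonist-driven arrestin binding to APJ. Timing: compound stimulation 90 min at 25 °C, detection 60 min.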
Active calls of the source: *; · = no result given. The order is random, and some 3% of all compounds hit somewhere here.

SMILES	EBI2 block	APJ antagonist	CCR6 antag	Gli-Sufu antag	CXCR6 block	UBC13 inh	ATG4B inh	APJ agonist
Cc1ccc(SCc2cc(=O)[nH]c(/N=C(\N)Nc3ccc(C)c(C)c3)n2)cc1	17.3	-1.5	0.7	25.8	-0.9	0.2	-5.5	-2.2
COc1cc(C(=O)NNC(=O)CSc2nnc3ccccn23)cc(OC)c1OC	-7.2	10.7	7.8	-4.1	2.8	3.7	3.9	0.3
COc1ccc(C(C(=O)NC2CCCC2)N(CCN(C)C)C(=O)c2snc(C(N)=O)c2N)cc1 (configuration not stated)	-38.1	-3.3	-8.1	7.8	-5.0	12.5	-4.5	-0.8
Cn1ccsc1=NC(=O)c1ccc(S(C)(=O)=O)c([N+](=O)[O-])c1	-38.2	-111.0	-1.2	5.8	-15.4	-9.9	-5.8	15.9
COc1ccccc1C(C(C(=O)c1ccccc1)N1CCOCC1)N1CCOCC1 (configuration not stated)	-14.5	·	9.0	6.7	-0.5	·	-8.4	·
CCCSc1ccc([C@H]2N[C@@](C)(C(=O)OC)[C@H]3C(=O)N(C)C(=O)[C@@H]23)cc1OC	4.0	-75.0	0.3	-3.3	4.4	-3.3	-7.5	-3.1
CC(=O)Nc1ccc2c(c1)N(C(=O)CN(C)C)c1ccccc1CC2	-10.9	-29.2	-3.9	-1.2	3.1	-10.7	-2.5	-0.7
C(=C\c1nc(-c2ccncc2)no1)/c1ccccc1	3.5	-8.4	2.5	-79.0	-15.9	7.6	1.6	-2.8
Cc1nc2c(c(C)nn2-c2ccccc2)c(C)c1C	-8.9	-4.5	0.7	-7.0	-3.9	12.0	-5.2	-5.6
O=C(Nc1cccnc1)c1ccc2c(c1)OCO2	-7.1	12.3	0.7	-7.4	-5.4	-10.5	-0.4	-1.4
COc1ccc(Cl)cc1NC(=O)Cn1nnc(C(=O)NCc2ccc3c(c2)OCO3)c1N	11.4	20.7	1.9	-4.2	7.5	2.6	-4.1	5.5
CCOC(=O)CNS(=O)(=O)c1ccc(C(=O)O)cc1	-18.6	14.8	-0.4	-1.4	-7.1	0.6	-5.0	1.4
Cc1sc2ncnc(N3CCC(C(=O)NNC(=O)c4ccccc4Cl)CC3)c2c1C	3.9	-9.1	1.1	9.0	-5.7	-2.1	3.9	18.1
CCOc1cccc(NC(=O)CSc2nc(C)c3c(c2C#N)CCCC3)c1	-4.9	-12.7	-6.7	19.8	-7.0	-8.5	9.1	-0.7
CC(C)C(NC(=O)c1ccccc1)C(=O)N1CCN(C/C=C/c2ccccc2)CC1 (configuration not stated)	22.4	6.4	2.5	-4.8	9.3	4.3	-2.4	-2.3
O=C(O)c1cc(=O)[nH]c2ccc(S(=O)(=O)Nc3ccc(F)cc3)cc12	-12.9	7.3	6.3	1.1	3.9	-4.9	0.0	-3.0
O=C(/C=C/c1ccccc1)NCC(=O)N/N=C/c1cccs1	4.8	-1.6	2.6	2.0	-1.8	-2.3	-7.0	-1.8
Cc1ccccc1NC(=O)Cn1c(=O)oc2ccccc21	-4.9	-25.4	11.1	-8.9	12.8	-15.8	4.7	-0.2
COc1ccc(C2=NOC(C)(c3sc(-c4ccc(Cl)cc4)nc3C)C2)cc1 (configuration not stated)	·	5.3	10.0	-4.8	·	4.9	3.1	-1.5
COc1ccc(S(=O)(=O)N2CCN(Cc3cc(OC)c(O)c(OC)c3)CC2)cc1	-1.8	2.4	0.9	1.7	-0.9	0.4	-2.9	1.0
Cc1ccccc1-c1ccc(Nc2ccc(N3CCOCC3)cc2)nn1	71.2*	4.1	-12.3	-8.2	2.8	-7.2	3.7	2.0
COc1ccc(C2NC(=O)NC(C)=C2C(=O)OC2CCC(C)CC2)cc1 (configuration not stated)	-5.4	-10.0	2.4	1.1	2.7	1.2	-6.2	-0.3
COc1ccc(-c2csc(N(CCCN(C)C)C(=O)c3ccccc3Cl)n2)cc1	11.8	12.7	23.8	30.1	4.8	21.8	2.1	-2.7
O=C(CCc1nnc(CCCCc2ccccc2)o1)NCCc1cccnc1	0.5	-13.8	6.0	·	3.1	11.5	11.7	-2.8
NC(=O)C1CC(=O)N(c2ccc(OCc3c(F)cccc3Cl)cc2)C1 (configuration not stated)	-4.8	-2.5	-2.3	-3.3	-6.6	5.0	-9.8	-5.3

(cont.)
SMILES	EBI2 block	APJ antagonist	CCR6 antag	Gli-Sufu antag	CXCR6 block	UBC13 inh	ATG4B inh	APJ agonist
COc1ccc(OC)c(S(=O)(=O)Nc2cc(C)on2)c1	1.7	9.1	8.9	0.8	-4.0	-9.1	-5.1	10.5
COc1ccc(NC(=O)CSc2nc3[nH]ncc3c(=O)n2-c2ccccc2OC)cc1OC	-20.7	-23.1	12.9	9.2	5.7	-6.9	-7.4	-3.9
CCCCCCn1c(C(C)NC(=O)c2ccco2)nc2ccccc21 (configuration not stated)	-5.9	4.7	4.8	6.5	-7.6	1.8	-6.5	-1.1
Cc1ccc(C(=O)Nc2sc3c(c2C(=O)O)CCC(C)C3)o1 (configuration not stated)	2.8	-4.4	-2.5	-43.1	-4.6	5.2	-5.2	-4.0
O=C(Nc1ccc(F)cc1)Nc1ccc(NC(=O)c2ccccc2O)cc1	-2.7	5.1	6.3	-25.6	-4.9	18.2	5.8	1.8
Cn1c(NC(=O)c2ccc(Cl)cc2)c(-c2ccccn2)c(=O)c2ccccc21	-4.1	1.9	-3.2	4.6	-3.0	19.5	-4.6	-2.1
CCOc1ccc(N(CC(=O)NCCSc2ccccn2)S(C)(=O)=O)cc1	-4.1	14.5	7.7	-102.7	-1.4	6.5	-7.5	-5.0
Cc1ccc(-c2nnc(NC3CCCCC3)c3ccccc23)cc1S(=O)(=O)N1CCN(C)CC1	22.8	16.3	15.9	9.1	5.9	8.0	-2.0	-1.4
CC1CN(CC(O)COc2ccc(C#N)cc2)CCN1CC(O)COc1ccc(C#N)cc1 (configuration not stated)	8.0	14.2	6.6	16.4	-15.2	7.0	-2.5	4.0
CC1C(=O)CC(c2ccccc2)N(C)C1c1ccccc1 (configuration not stated)	9.9	4.3	26.7	9.6	5.0	12.5	2.2	-4.7
O=C(Nc1ccc2ccccc2c1)c1ccccc1O	-8.6	15.0	7.2	28.3	0.8	0.3	13.8	4.9
COc1ccc(N2C(=O)CSC23C(=O)Nc2ccccc23)cc1 (configuration not stated)	1.6	-1.6	5.3	-8.7	-6.0	3.4	-10.3	-2.1
FC(F)(F)c1cc(-c2ccco2)nc(NCc2cccs2)n1	-2.9	9.5	25.4	2.6	5.6	-10.7	20.0	-1.2
CCC(Sc1ccc2nnc(-c3cccnc3)n2n1)C(=O)OC (configuration not stated)	-5.6	-10.1	-3.0	-14.0	-1.5	8.5	-19.9	-1.6
CC[N+](C)(C)CCN(Cc1ccc(Cl)cc1)c1ccccn1	4.3	4.4	0.4	8.7	0.5	13.2	-5.3	0.9
COC(=O)C(Cc1ccc(O)cc1)NC(=O)C(C)Oc1ccccc1 (configuration not stated)	-3.7	10.7	-8.8	6.9	2.4	-1.8	-4.5	-4.8
O=C(CNC(=O)c1ccc(Br)o1)NCc1ccc(Cl)cc1Cl	4.8	-25.3	-1.2	-9.9	8.4	13.0	7.0	2.8
CCCCN(C(=O)c1ccccc1Br)C1CCS(=O)(=O)C1 (configuration not stated)	1.7	-48.5	8.7	-0.4	-2.6	-3.1	-11.5	-5.8
CN(CC(=O)Nc1cccc(F)c1)C(=O)c1ccccc1CCc1ccccc1	4.8	3.8	5.5	-0.1	5.3	11.9	7.9	-6.3
COc1ccc(OC)c(/C=N/NC(=O)C(O)c2ccccc2)c1 (configuration not stated)	8.7	-12.5	4.3	-16.6	-6.2	10.3	-2.0	-0.4
Cc1csc(SC(C)C(=O)Nc2ccc(Cl)cn2)n1 (configuration not stated)	25.2	0.9	1.9	-6.8	-1.2	-2.7	-9.9	1.1
O=C(Nc1ccc(-c2csc(Nc3cccc(C(F)(F)F)c3)n2)cc1)c1cccc(C(F)(F)F)c1	11.8	-3.6	0.3	-7.7	-9.5	-33.1	-10.3	7.9
COc1ccc(C2CC3(CC(C)(C)NC(SC)=N3)Oc3cc(O)cc(C)c32)cc1 (configuration not stated)	6.3	10.4	-19.2	21.8	12.3	1.8	-0.4	-3.8
CCCCC[C@H](O)/C=C/[C@@H]1[C@@H](C/C=C\CCCC(=O)O)[C@@H](O)C[C@H]1O	-13.0	-1.3	-4.6	-5.4	-0.2	5.0	-6.4	-1.9
S=c1[nH]nc(CCc2nc3ccccc3[nH]2)n1-c1ccccc1	-5.8	0.2	-9.5	-3.1	-3.2	1.0	-13.2	0.0

(further entries)
SMILES	EBI2 block	APJ antagonist	CCR6 antag	Gli-Sufu antag	CXCR6 block	UBC13 inh	ATG4B inh	APJ agonist
COc1ccccc1N(C(=O)c1cncc(Br)c1)c1nc(-c2ccc(C)cc2)cs1	22.4	0.9	27.8	-55.3	8.6	-20.1	-12.1	-0.3
CCOC(=O)c1c(C)nsc1NC(=O)C1CCCCC1	3.0	11.7	24.5	5.2	7.1	3.7	2.8	-5.3
O=C(NS(=O)(=O)c1ccc2c(c1)OCCO2)c1ccccc1	-8.0	7.8	-6.6	-5.4	-3.6	-6.5	3.7	0.7
COC(=O)C1=C(C)N(Cc2ccccc2)C(=NCc2cc(OC)c(OC)c(OC)c2)N[C@H]1CCc1ccccc1	7.0	12.4	3.4	9.2	-3.6	46.7*	-7.0	-2.4
COc1ccccc1Sc1ccccc1/C=N/NC(N)=O	6.4	-0.1	2.3	-3.3	-9.5	-0.6	-12.7	0.4
O=Cc1ccc(OCc2cn(CC(=O)c3ccc(O)cc3)nn2)cc1	-11.0	·	6.2	-2.4	-1.4	·	0.1	·
COc1ccc(N(C(=O)c2snc(C(N)=O)c2N)C(C(=O)NC2CCCC2)c2cccs2)cc1OC (configuration not stated)	7.1	1.4	-1.9	-1.3	4.5	64.4*	5.7	-6.1
COc1ccc(Nc2nc(-c3ccccc3)nc3ccccc23)cc1S(=O)(=O)N1CCOCC1	-28.7	-6.2	-1.0	9.1	-6.1	23.3	-8.9	-1.7
CC(=O)c1c(C)[nH]c(C(=O)Nc2nc(-c3ccccc3)c(C)s2)c1C	12.3	11.6	1.5	-49.9	-10.4	20.0	14.0	-0.7
CN1/C(=C\C(=O)COC(=O)CNC(=O)c2ccc3ccccc3c2)C(C)(C)c2ccccc21	43.3	4.4	5.5	51.4	-10.2	-7.1	-6.4	0.3
COc1ccc(CC(C)N2CCN(c3cccc(C(F)(F)F)c3)CC2)cc1OC (configuration not stated)	12.5	5.4	-9.0	15.4	-12.5	-5.0	-11.6	0.7
O=c1c2c(nc3cc(-c4ccc(Br)cc4)[nH]n13)CCCC2	12.7	-0.1	10.8	-88.0	-2.2	20.7	4.7	-1.4

4 entries out of the list, ordered by molar mass, descending.
SMILES	EBI2 block	APJ antagonist	CCR6 antag	Gli-Sufu antag	CXCR6 block	UBC13 inh	ATG4B inh	APJ agonist
COc1ccc(Nc2nc(-c3ccccc3)nc3ccccc23)cc1S(=O)(=O)N1CCOCC1	-28.7	-6.2	-1.0	9.1	-6.1	23.3	-8.9	-1.7
CC(=O)c1c(C)[nH]c(C(=O)Nc2nc(-c3ccccc3)c(C)s2)c1C	12.3	11.6	1.5	-49.9	-10.4	20.0	14.0	-0.7
O=C(NS(=O)(=O)c1ccc2c(c1)OCCO2)c1ccccc1	-8.0	7.8	-6.6	-5.4	-3.6	-6.5	3.7	0.7
COc1ccccc1Sc1ccccc1/C=N/NC(N)=O	6.4	-0.1	2.3	-3.3	-9.5	-0.6	-12.7	0.4

Shown as a hit in EBI2 block, of those listed so far:
SMILES,EBI2 block,APJ antagonist,CCR6 antag,CXCR6 block,UBC13 inh,ATG4B inh,APJ agonist
Cc1ccccc1-c1ccc(Nc2ccc(N3CCOCC3)cc2)nn1,71.2*,4.1,-12.3,2.8,-7.2,3.7,2.0

Assay outcomes (PubChem BioAssay)
